Bioassay records: PubChem, several laboratories
Autophagy mod – autophagy modulators in MEF cells, primary screen, imaging, high-content, MEF GFP-LC3; MEF GFP-LC3 puncta imaging; test concentration mostly 10 µM; calls only at 10 µM (by protocol); 190,000 compounds, 0.98% hits; AID 463193, 2010;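 active means percentage of spot-positive cells more than 3 SD above its plate mean, without a fluorescence outlier flag or 80% toxicity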;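 further: spot-positive cell cutoff set from DMSO-treated cells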
WT yeast gro inh – growth inhibition of WT strain, primary screen, mitochondrial fusion inhibitor project, WT and mutant strains, chemical genetic; mitochondrial fusion phenotypic screen; inhibition, % at 10 µM; 190,000 compounds, 2.1% hits; AID 1362, 2008; in the data active means inhibition above about 58%; tested in S. cerevisiae
b-catenin transl – modulators of beta-catenin nuclear translocation, primary screen, imaging, HeLa cells, immunofluorescence, high-content | 190,000 compounds, 0.3% hits | nuclear translocation activity, % at 5 µM | AID 1665, 2009;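 active means nuclear translocation activity above 50% at 5 µM, with a well cell count of 50 or more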;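 further: per-cell ratio of nuclear to cytoplasmic median beta-catenin stain intensity; plate controls were DMSO negative control for no effect and GSK-3 inhibitor IX positive control for full effect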
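Test system: human HeLa cells, native beta-catenin. Compound dosing: 5 µM primary single dose, 0.1% DMSO, 0.02–20 µM confirmation series. Incubation: compound exposure 24 h at 37°C. Detection: beta-catenin immunostaining with DAPI counterstain, 20x imaging, 6 fields/well. Read-out basis: Nuclear/cytoplasmic beta-catenin signal ratio, % activation.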
Dynein transport – inhibitors of GR-EGFP nuclear translocation, primary screen, dynein cargo transport inhibitor project, imaging, high-content, 3617.4 mouse cells. test concentration mostly 20 µM; stimulated with dexamethasone, 1 µM; active compounds read low. z-score, hits read low. 220,000 compounds, 0.47% hits;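 active means plate z-score of nuclear minus cytoplasmic receptor signal below a set negative limit, without overly bright fluorescence or cell loss, cut at about -3.5 in these data, passing the limit was not always enough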;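 further: z-score of nuclear minus cytoplasmic ring GR-EGFP intensity difference per well; some compounds called inactive have numbers as strong as hits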
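Also added: dexamethasone, 1.0 µM final. Medium: tet-free, stripped-serum medium. Detection: fixed, Hoechst-stained cells imaged at 10x for EGFP. Read-out: nuclear-to-cytoplasmic GR-EGFP distribution per well. Times: induction 48 h, compound 1 h, agonist 30 min.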
T cell modulator – modulators of CD8 T cell-vesicle binding, primary screen, mouse 2C CD8+ T cells, flow cytometry; 2C CD8+ T cell-vesicle binding; active compounds read low; calls only at 7 µM; 330,000 compounds, 0.068% hits; AID 2052, 2009;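 active means response, share of CD8 T cells binding vesicles, and their 90th percentile fluorescence all below set limits, cut at about 80% in these data, passing the limit was not always enough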
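Benchmarks: naked versus QL9-loaded vesicles / Assay system: purified 2C TCR transgenic mouse naive CD8+ T cells / Technique: high-throughput flow cytometry with anti-B7-1 and anti-CD8 staining / Timing: Cell–vesicle co-incubation 1.5 h at 37 °C, staining 20 min on ice / Read-out: percent CD8+ FL2 mean versus row control / Probe or stimulus: QL9-loaded Drosophila micro-vesicles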
M17LAP inhibition – P. falciparum M17LAP inhibitors, primary screen, biochemical, fluorogenic H-Leu-NHMec substrate, 1536-well (AID 1619). recombinant M17LAP, H-Leu-NHMec fluorogenic kinetic assay; higher % means a stronger effect. Leucine aminopeptidase (Plasmodium falciparum (isolate 3D7)). 220,000 compounds, 0.38% hits. inhibition, % at 30 µM; hits with a dose series show IC50 in µM;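 active means compound inhibiting the enzyme by more than half at any dose during confirmatory dose-response retesting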;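 further: plate controls were full reaction with DMSO carrier for no effect and no enzyme background for full effect; strong numbers were not always called active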
P. falciparum M1AAP – P. falciparum M1AAP inhibitors, biochemical, fluorogenic H-Leu-NHMec substrate, 1536-well (AID 1445); Aminopeptidase N (Plasmodium falciparum (isolate 3D7)); recombinant M1AAP, H-Leu-NHMec fluorogenic kinetic assay; higher % means a stronger effect; inhibition, % at 30 µM; hits with a dose series show IC50 in µM; 220,000 compounds, 0.42% hits;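 active means primary inhibition above the hit cutoff, then over 50% inhibition at one or more dose response concentrations, cut at about 23% in these data, passing the limit was not always enough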;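 further: plate controls were DMSO full reaction for no effect and no enzyme background for full effect; strong numbers were not always called active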
MT stabilize HCS – microtubule stabilizers in HeLa cells, primary screen, imaging, high-content imaging | HeLa tubulin immunostaining HCS, 24 h; share of cells brighter than vehicle mean+2SD | % tubulin-high responders, % at 10 µM | AID 2205, 2009 | 200,000 compounds, 0.83% hits;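 active means plate Z-score above 3 for both tubulin-high and condensed-nucleus cell shares, with cell loss under 80%, at 10 µM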;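 further: anti alpha tubulin signal scored within the nucleus-defined area of each cell; some results filed as inactive read as strong as hits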
Yfh1-depleted yeast – enhancers of respiration in Yfh1-depleted yeast, dose response, Friedreich's ataxia, plus single-dose screen (AID 1465); S. cerevisiae Yfh1-off respiration, WST-1 reduction, 72 h; higher fold induction means a stronger effect; fold induction at 50 µM; hits with a dose series show EC50 in µM; 220,000 compounds, 0.074% hits;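 active means fold induction of absorbance versus untreated yeast above a set limit, then at least 30% activation at any dose in follow-up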;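 further: activators that raise dye reduction in frataxin-depleted yeast; strong numbers were not always called active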
WT yeast gro inh mutant strain – second read-out of WT yeast gro inh, no call of its own (marks repeat the call); inhibition, %; mitochondrial fusion phenotypic screen, mutant strain inhibition
Dynein transport cytoplasmic EGFP – second read-out of Dynein transport, no call of its own (marks repeat the call); z-score; measured here: cytoplasmic GR-EGFP intensity; active compounds read high
Dynein transport nuclear GR-EGFP – recorded beside Dynein transport, whose call it bears; z-score; measured here: nuclear GR-EGFP intensity;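 lower value marks the stronger effect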
Dynein transport cell count – recorded beside Dynein transport, whose call it bears; z-score; measured here: cell count per field
b-catenin transl cell count 5 µM – second read-out of b-catenin transl, no call of its own (marks repeat the call); cell count; measured here: cell count, cytotoxicity flag
T cell modulator vesicle-bound % – further read-out of T cell modulator, marked with its call; double positive events, %; measured here: CD8+ vesicle-bound cell fraction;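 binding gate set so that unloaded-vesicle control wells show 10% double positive cells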
MT stabilize HCS Hoechst-high % – second read-out of MT stabilize HCS, no call of its own (marks repeat the call); % Hoechst-high responders; measured here: nuclear condensation Hoechst responders;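 share of cells brighter than vehicle mean plus two SD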
MT stabilize HCS cytotoxicity % – further read-out of MT stabilize HCS, marked with its call; toxicity, %; measured here: cytotoxicity by cell density;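 0% = mean cell density of plate MIN control wells and 100% = no cells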
Autophagy mod cell loss 18 h – further read-out of Autophagy mod, marked with its call; toxicity, %; measured here: cell loss, nuclei count;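 cell loss after 18 h compound exposure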
An asterisk follows results filed as active; i = inactive; nt = no result given. An unsorted share of the library (roughly 4.4% active in at least one column).

SMILES | Autophagy mod | Autophagy mod cell loss 18 h | WT yeast gro inh | WT yeast gro inh mutant strain | b-catenin transl | b-catenin transl cell count 5 µM | Dynein transport | Dynein transport cytoplasmic EGFP | Dynein transport nuclear GR-EGFP | Dynein transport cell count | T cell modulator | T cell modulator vesicle-bound % | M17LAP inhibition | P. falciparum M1AAP | MT stabilize HCS | MT stabilize HCS Hoechst-high % | MT stabilize HCS cytotoxicity % | Yfh1-depleted yeast
CCOc1ccc(N2C(=O)CC(SC(=NC)Nc3cccc(OC)c3)C2=O)cc1 (stereo unspecified) | i | 2 | -11 | 6 | 0.2 | 1545 | -0.19 | -0.062 | 0.03 | 0.18 | i | 16 | 0% | 11% | 2.8 | 2.7 | 8.1 | i
COc1ccc(NC(=O)C(C)N2c3cccc4cccc(c34)S2(=O)=O)cc1 (stereo unspecified) | i | -12 | -6 | -15 | nt | nt | -0.6 | -0.26 | -0.27 | 0.18 | i | 33 | -5% | 2% | 1.5 | 0.8 | 5.2 | i
O=[N+]([O-])c1ccc(-n2cccc2/C=N/Nc2nc(N3CCCCC3)nc(N3CCCCC3)n2)cc1 | i | -15 | 2 | -1 | -0.5 | 1481 | -0.51 | -0.18 | -0.34 | -0.4 | i | 18 | 5% | 8% | 1.5 | 2.5 | 7.7 | i
O=C(Nc1cccnc1)OC1CCCC1 | i | -4 | -3 | -20 | 2.7 | 1042 | -0.41 | -0.13 | -0.15 | -0.73 | i | 59 | 3% | -6% | 3.7 | 1.7 | 5.8 | i
Cc1onc(-c2ccc(Cl)cc2)c1-c1ccnc(SCC(=O)Nc2cc(Cl)cc(Cl)c2)n1 | nt | nt | nt | nt | -1.2 | 1324 | -0.92 | -0.27 | -0.41 | 0.34 | i | 29 | -1% | 0% | nt | nt | nt | i
CCOC(=O)C1CCN(C(=O)C2(NC(=O)Nc3cccc(F)c3)CCCCC2)CC1 | i | 9 | -14 | 15 | 0.3 | 967 | -0.51 | -0.3 | 0.15 | 0.1 | i | 36 | -2% | 2% | 2.9 | 2.6 | 6.5 | i
CN(Cc1ccccc1)C(=O)CN(c1ccc(F)cc1)S(=O)(=O)c1ccc2c(c1)OCCO2 | i | -5 | 12 | -14 | 5.0 | 746 | -0.4 | -0.26 | -0.58 | 0.22 | i | 9 | -1% | 1% | 3.0 | 2.3 | 5.3 | i
Cc1ccc2nc(Cl)c(C#N)cc2c1 | i | 2 | -3 | 6 | -0.5 | 1002 | -1.3 | -0.3 | -0.72 | 1.5 | i | 44 | -1% | 1% | 1.5 | 1.5 | 7.3 | i
CC1=CC(C)(C)Nc2ccc(OC(=O)CN3C(=O)C4CCCCC4C3=O)cc21 (stereo unspecified) | i | 24 | 18 | 23 | -1.1 | 1223 | -0.28 | 0.9 | 0.16 | 0.25 | i | 12 | 8% | 11% | 2.1 | 1.1 | 0.1 | i
CCCOc1ccc(-c2nnc(-c3cccs3)o2)cc1 | i | -5 | 8 | 0 | -0.8 | 1121 | -0.84 | -0.2 | -0.59 | 0.87 | i | 6 | -10% | -4% | 2.8 | 2.0 | 3.7 | i
O=c1c2ccccc2c(C=NCCc2ccccc2)c(O)n1Cc1ccccc1 | i | -1 | -2 | -6 | -6.0 | 1209 | 0.24 | -0.26 | 0.12 | 0.33 | i | 41 | -8% | -4% | 2.9 | 2.5 | 0.0 | i
O=c1c2c3n(c(=O)nc2[nH]n1-c1ccccc1)CCCCC3 | i | 2 | -3 | -7 | -3.3 | 981 | -0.33 | -0.29 | -0.78 | -0.4 | i | 40 | 5% | 8% | 4.9 | 4.1 | 9.7 | i
O=C(Nc1ccc(N2CCOCC2)c(Cl)c1)c1c(F)c(F)c(F)c(F)c1F | i | -5 | 19 | 25 | nt | nt | -1.5 | -0.015 | -0.49 | 0.63 | i | 44 | -1% | 4% | 2.6 | 0.7 | 29 | i
Cc1ccc(-n2c(-c3ccco3)nc3nc4ccccc4nc32)cc1 | i | -4 | -11 | -12 | -1.7 | 521 | 0.51 | -0.15 | 0.8 | 0.4 | i | 56 | -14% | -1% | 4.6 | 1.9 | 7.9 | i
Cc1ccc(S(=O)(=O)N(CCCN2CCCC2=O)Cc2cc3c(C)ccc(C)c3[nH]c2=O)cc1 | i | -6 | 8 | -6 | -2.7 | 1345 | -1.4 | 0.24 | -0.62 | 0.62 | i | 22 | -2% | 6% | 1.1 | 2.1 | 7.7 | i
CC(=O)[C@@H]1[C@@H](C(=O)c2ccccc2)[C@]2(C(=O)Nc3ccccc32)[C@H]2C=Cc3cc(F)ccc3N12 | i | 3 | 17 | 14 | 1.3 | 877 | -0.33 | -0.11 | 0.028 | 0.37 | i | 31 | 1% | 6% | 3.1 | 2.8 | 0.1 | i
NNC(=O)CN1CCCc2ccccc21 | i | 8 | 10 | 3 | -1.1 | 1112 | 1 | -0.17 | 0.056 | -0.93 | i | 41 | 2% | -4% | 4.3 | 2.4 | 0.9 | i
COCC(O)CSc1c([N+](=O)[O-])nc(C)n1Cc1ccc(OC)c([N+](=O)[O-])c1 (stereo unspecified) | i | 3 | -6 | 2 | -1.7 | 449 | -0.83 | -0.27 | -0.45 | 0.51 | i | 31 | 12% | 6% | 2.4 | 2.4 | 1.6 | i
O=[N+]([O-])c1cc(S(=O)(=O)N2CCCC2)ccc1NN=C1CCCCC1 | i | 1 | -9 | 1 | nt | nt | -0.83 | -0.31 | -0.52 | 0.5 | i | 41 | 6% | 4% | 4.0 | 3.2 | 6.5 | i
CCCCc1n[nH]c2c1/C(=N/OCC)CC(C)(C)C2 | nt | nt | nt | nt | 0.1 | 1332 | -0.38 | -0.25 | 0.67 | 0.26 | i | 31 | 2% | -8% | nt | nt | nt | i
COc1ccccc1CN(C)CC(=O)Nc1ccc(Cl)cc1F | i | -6 | 24 | 6 | -1.4 | 1128 | 1.8 | -0.2 | 1.3 | -2.5 | i | 27 | 0% | 3% | 5.9 | 1.5 | 13 | i
O=C(N1CCOCC1)N1CCN(CC(O)COc2ccc3ccccc3c2)CC1 (stereo unspecified) | i | 1 | 9 | 9 | -0.4 | 1067 | -0.6 | -0.23 | -0.24 | 0.2 | i | 26 | 8% | 11% | 3.5 | 2.9 | 6.2 | i
O=C1CC(=O)N(Cc2ccco2)C(=S)N1 | i | -7 | 14 | 23 | nt | nt | 0.71 | 0.27 | 0.82 | -0.84 | i | 37 | 16% | 36% | 1.7 | 1.0 | 6.6 | i
Cc1ccc(NC(=S)N2CCN(c3ncccn3)CC2)c(C)c1 | i | -10 | -4 | -9 | 1.6 | 1126 | 2.5 | 0.64 | 1.8 | -1.8 | i | 55 | 11% | 1% | 2.3 | 2.6 | 2.4 | i
O=C(CN1CCOCC1)Nc1nc2ccc(F)cc2s1 | i | -3 | 9 | -13 | nt | nt | -0.71 | 0.33 | -0.092 | 0.00066 | i | 57 | 2% | -9% | 1.2 | 1.1 | 3.7 | i
Cc1nn(Cc2ccc(Cl)cc2Cl)c(C)c1NC(=O)NC12CC3CC(CC(C3)C1)C2 | i | 3 | 68* | 28* | -6.3 | 1260 | -0.46 | -0.18 | -0.25 | 0.57 | i | 24 | 7% | -4% | 2.1 | 1.7 | 5.2 | i
CCOc1cc(N2CCOCC2)c(OCC)cc1NC(=O)[C@H](C)N1C(=O)C2CC=CCC2C1=O (stereo partly specified) | i | 1 | -13 | 8 | 0.1 | 1141 | 0.43 | -0.3 | 0.46 | -0.75 | i | 28 | 2% | 3% | 4.3 | 1.5 | 6.0 | i
CCCCN(C(=N)N1CCCCC1)c1nc(C)c([N+](=O)[O-])c(=O)[nH]1 | i | 1 | 0 | 13 | 0.4 | 1036 | 1.4 | -0.23 | 1.1 | -1.4 | i | 35 | 13% | 2% | 2.1 | 1.7 | 0.8 | i
O=C(COC(=O)c1ccc(F)cc1F)NC1CC1 | i | -12 | -7 | -16 | 0.1 | 1029 | -0.034 | -0.2 | 0.038 | 0.057 | i | 39 | 2% | 1% | 2.5 | 2.0 | 6.4 | i
